Screens as filed in PubChem.
EPAC1 agonist: EPAC1 (human) agonism. EPAC1 agonist qHTS, biochemical assay; response scale: 100% = response to 6.5 mM cAMP. Potency, µM (highest dose often 154 µM), inactives show top-dose activation, most hits filed as activators. hit rate 0.073% among 360,000. AID 720707; further: potency means the concentration at half of the fitted maximal effect; nearly all actives have a fitted effect of over 60% in size
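Compounds were pinned as a concentration titration into mixtures of EPAC1 (100 nM), BODIPY-GDP-loaded Rap1B (250 nM) and GDP (50 uM). After 5 min at room temperature, fluorescence was followed for 30 min; activity was scaled to 6.5 mM cAMP.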
CCT modulator: modulators of cytosolic chaperonin (CCT/TRiC) activity; activity change, % (test concentration not listed), hits read low; hit rate 0.3% among 360,000; purified chaperonin ATPase assay, HTRF ADP detection, 30 min; AID 651819; in the data active means activity change below about -30%; further: on the % scale 0 is the no-effect control and ±100 the full control effect
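First, chaperonin was dispensed at 40 nM or 20 nM final depending on batch activity. Next, compounds were pinned at 76 uM and ATP added at 10 uM. After 30 min at 37 °C, ADP detection reagents ran 30 min at ambient temperature.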
WRN inhibitor: blocks human WRN helicase. WRN helicase unwinding, fluorescent forked duplex, kinetic. Potency, µM (titrated, usually from 114 µM), inactives show top-dose activity change, negative = inhibition, most hits filed as inhibitors. hit rate 0.46% among 360,000. AID 651768; further: potency means the concentration at half of the fitted maximal effect; on the % scale 0 is the no-effect control and ±100 the full control effect; nearly all actives have a fitted effect of over 55% in size
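Screening of the MLSMR collection measured strand separation of a quenched forked DNA duplex (100 nM) by 20 nM WRN with 2 mM ATP, all final. Compounds were preincubated with enzyme 15 min at room temperature.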
Mm-Cpn inhibitor: inhibitors of Methanococcus maripaludis chaperonin (MmCpn). purified Mm-Cpn ATPase, ADP Transcreener TR-FRET. Potency, µM (top dose mostly 76.9 µM), for the others: top-dose activity, negative = inhibition, usual class: inhibitors. hit rate 0.031% among 330,000. AID 504842; further: potency means the concentration at half of the fitted maximal effect; on the % scale 0 is the no-effect control and ±100 the full control effect; nearly all actives have a fitted effect of over 80% in size
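Purified archaeal Mm-CPN (25nM final) preincubated 10 min at 37degC with compound, then 10uM ATP for 30 min at 37degC; ADP measured by HTRF Transcreener TR-FRET; buffer 30 mM TRIS pH 7.4, 100mM KCl, 5mM MgCl2, 1mM DTT.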
EPAC1 antagonist: antagonists of human EPAC1; Potency, µM (series often up to 115 µM), without a hit: at the top dose activity change, negative = inhibition, most hits filed as inhibitors; EPAC1 GEF assay, Rap1b-BODIPY-GDP exchange fluorescence; hit rate 0.14% among 360,000; O95398;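 further: potency means the concentration at half of the fitted maximal effect; plate controls were vehicle for no effect and positive control for full effect; nearly all actives have a fitted effect of over 50% in size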
PI5P4Ka inh: blocks human PI5P4K alpha kinase activity; hit rate 1.2% among 330,000; P48426; AID 652105; max response, %; PI5P4Kalpha enzyme, ADP-Glo luminescence, 60 min; hits give low values; active means max response of -50% or lower; inconclusive means between -30% and -50%; inactive means -30% or higher; further: value at the top dose of about 77 µM; on the % scale 0 is the no-effect control and ±100 the full control effect
Target sequence (P48426 whole entry, looked up): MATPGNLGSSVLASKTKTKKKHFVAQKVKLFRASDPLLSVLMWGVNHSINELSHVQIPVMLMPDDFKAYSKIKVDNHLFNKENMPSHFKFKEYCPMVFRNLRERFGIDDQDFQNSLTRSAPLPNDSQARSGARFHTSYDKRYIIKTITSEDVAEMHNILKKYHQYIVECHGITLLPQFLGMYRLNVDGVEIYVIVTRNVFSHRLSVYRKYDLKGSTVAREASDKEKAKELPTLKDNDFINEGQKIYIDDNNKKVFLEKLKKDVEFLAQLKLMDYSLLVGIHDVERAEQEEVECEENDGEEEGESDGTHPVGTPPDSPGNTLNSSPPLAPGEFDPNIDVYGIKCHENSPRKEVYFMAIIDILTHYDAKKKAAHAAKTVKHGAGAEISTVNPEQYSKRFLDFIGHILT
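Luminescence from ADP-Glo served as readout of PI5P4Kalpha activity in a qHTS format. Reaction: enzyme, substrate, compound, ATP at 5 microM final, 60 min at RT.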
EPAC2 antag: EPAC2 (human) antagonism; EPAC2 GEF exchange of Rap1B-BODIPY-GDP, fluorescence; Potency, µM (highest dose often 114 µM), inactives show at the highest dose activity, negative = inhibition, actives largely listed as inhibitors; hit rate 0.18% among 360,000; further: potency means the concentration at half of the fitted maximal effect; on the % scale 0 is the no-effect control and ±100 the full control effect; nearly all actives have a fitted effect of over 45% in size; many of its hits are not listed in these tables
PLK1 PBD inh: inhibitors of human PLK1 polo-box domain binding; Plk1 PBD binding of FITC phosphopeptide, fluorescence polarization; Potency, µM, for the others: max response, negative = inhibition, usual class: inhibitors; hit rate 2.8% among 360,000; AID 720504; further: potency means the concentration at half of the fitted maximal effect; series mostly up to about 57 µM; on the % scale 0 is the no-effect control and ±100 the full control effect; nearly all actives have a fitted effect of over 65% in size
Target sequence (P53350 whole entry, looked up, the tested form may be a part): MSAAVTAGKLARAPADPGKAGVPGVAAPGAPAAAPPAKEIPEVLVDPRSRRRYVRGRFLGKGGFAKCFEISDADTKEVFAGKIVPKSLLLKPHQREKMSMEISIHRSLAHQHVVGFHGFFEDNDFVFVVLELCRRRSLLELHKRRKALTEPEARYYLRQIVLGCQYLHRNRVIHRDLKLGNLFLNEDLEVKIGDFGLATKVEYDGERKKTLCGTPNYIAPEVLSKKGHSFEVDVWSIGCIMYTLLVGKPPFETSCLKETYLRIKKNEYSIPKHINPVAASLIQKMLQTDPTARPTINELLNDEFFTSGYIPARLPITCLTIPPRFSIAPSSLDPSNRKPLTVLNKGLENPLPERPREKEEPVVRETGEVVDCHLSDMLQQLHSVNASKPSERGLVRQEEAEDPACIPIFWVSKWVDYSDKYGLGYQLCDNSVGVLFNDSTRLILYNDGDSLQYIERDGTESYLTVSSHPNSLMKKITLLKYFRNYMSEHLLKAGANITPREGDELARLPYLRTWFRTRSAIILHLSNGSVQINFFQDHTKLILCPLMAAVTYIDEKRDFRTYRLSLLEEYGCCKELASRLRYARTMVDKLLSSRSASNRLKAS
The depositor's hits bear a star; ? = inconclusive; / = not tested or not shown. Unless noted, the call rests on the fitted dose curve; in most records, active means well fitted curve in the direction sought with a large enough effect; inconclusive means small, poorly fitted or top-dose-only effect, or another doubt; inactive means no such curve, though single readings can be large; an effect the other way counts as inactive or inconclusive. Not all compounds are listed; the hit share may differ from the screen's.

Values run as follows: PLK1 PBD inh	EPAC2 antag	PI5P4Ka inh	EPAC1 agonist	WRN inhibitor	Mm-Cpn inhibitor	EPAC1 antagonist	CCT modulator
1	Cc1cccc(C=Nc2ccccc2C(N)=O)c1
→ -9%	-3%	/	11%	5%	0%	-21%	-1.8
2	COC(=O)Cn1cc(C(=O)C(F)(F)F)c2ccccc21
→ 1%	-9%	7	2%	4%	-1%	-5%	0.8
3	Cc1nnc2sc(-c3ccco3)nn12
→ -3%	-1%	/	6%	-1%	0%	6%	-2.0
4	Cc1ccc(C)c(OCc2ccc(C(=O)NN)o2)c1
→ -11%	-3%	2	7%	-7%	-1%	-19%	0.1
5	CCOC(=O)N1CCC(NC(=O)C2CCN(S(=O)(=O)c3ccc4c(c3)oc(=O)n4C)CC2)CC1
→ -11%	-3%	1	5%	-1%	2%	9%	-2.7
6	O=C(Nc1nccs1)c1ccc2ccccc2n1
→ -13%	-1%	-7	11%	2%	1%	5%	-1.1
7	C/C(=N/OC(=O)c1ccccc1Br)c1ccc(C)cc1
→ -7%	-6%	-4	16%	?	1%	-10%	0.0
8	CC(C)CCN(C(=O)C1CSC2(C)CCC(=O)N12)c1c(N)n(Cc2ccccc2)c(=O)[nH]c1=O (stereo not given)
→ 1%	13%	-8	3%	-2%	0%	-2%	-1.1
9	CCc1cc(=O)oc2cc(OCC(=O)NCCCn3ccnc3)ccc12
→ -21%	11%	5	4%	0%	0%	-20%	-2.1
10	Cn1c(SCc2ccccc2)nnc1-c1ccncc1
→ -4%	0%	-3	2%	-2%	0%	1%	-1.8
11	O=C(NCCCn1ccnc1)c1cc(-c2ccc3c(c2)OCO3)on1
→ -3%	10%	/	-5%	-1%	-2%	4%	-0.6
12	COc1ccc2cc(S(=O)(=O)N3CCCC(C)C3)ccc2c1 (stereo not given)
→ 27µM*	-26%	3	-1%	1%	1%	-15%	0.0
13	CCn1c(N2CCN(CC(=O)c3ccc(OC)cc3)CC2)nc2ccccc21
→ -11%	-7%	-2	8%	-4%	-1%	-5%	-1.6
14	Cc1n[nH]c(=S)n1/N=C/c1ccccc1
→ -9%	5%	1	-2%	0%	1%	5%	2.8
15	COc1cccc(-c2ncc3ccccc3c2COC(=O)N2CCOCC2)c1
→ 1%	7%	-3	-10%	3%	-1%	-9%	1.3
16	CN(C)CCOC(=O)COc1ccc(Cl)cc1
→ -18%	7%	-8	-12%	6%	-2%	-8%	-3.1
17	O=C(c1c(F)cccc1F)N1CCN(CCOc2ccccc2)CC1
→ -3%	0%	4	10%	10%	-2%	-8%	-0.1
18	CCOC(=O)c1csc(CCNC(=O)c2oc3c(Cl)cc(C)cc3c2C)n1
→ -17%	-13%	-4	5%	-24%	0%	-17%	0.3
19	O=S(=O)(Nc1nc(SCc2ccc(Cl)cc2)n[nH]1)c1ccccc1
→ -5%	?	9	15%	-11%	3%	-18%	-0.2
20	CC1CCCCC1NC(=O)COC(=O)c1cc(=O)[nH]c2ccccc12 (stereo not given)
→ 6%	7%	0	1%	2%	2%	4%	-2.5

Arranged by molecular weight (rising): part of the list above
Values run as follows: PLK1 PBD inh	EPAC2 antag	PI5P4Ka inh	EPAC1 agonist	WRN inhibitor	Mm-Cpn inhibitor	EPAC1 antagonist	CCT modulator
14	Cc1n[nH]c(=S)n1/N=C/c1ccccc1
→ -9%	5%	1	-2%	0%	1%	5%	2.8
20	CC1CCCCC1NC(=O)COC(=O)c1cc(=O)[nH]c2ccccc12 (stereo not given)
→ 6%	7%	0	1%	2%	2%	4%	-2.5
5	CCOC(=O)N1CCC(NC(=O)C2CCN(S(=O)(=O)c3ccc4c(c3)oc(=O)n4C)CC2)CC1
→ -11%	-3%	1	5%	-1%	2%	9%	-2.7

Next part:
Values run as follows: PLK1 PBD inh	EPAC2 antag	PI5P4Ka inh	EPAC1 agonist	WRN inhibitor	Mm-Cpn inhibitor	EPAC1 antagonist	CCT modulator
21	Cc1ccc(-c2ccc(CCC(=O)O)n2NC(N)=S)cc1
→ -13%	-16%	-3	9%	-18%	-1%	1%	2.9
22	CC(=O)c1nn(-c2ccc(Cl)cc2)cc1C(=O)c1ccccc1
→ -13%	-11%	-2	-4%	-6%	/	16%	0.0
23	COc1ccc(-c2nc(SC(CC(=O)NCCO)c3cccs3)n[nH]2)cc1 (stereo not given)
→ 2%	7%	-5	-5%	12%	1%	-2%	-3.5
24	CCN(CC)CCn1cnc2c([nH]c3cccc(OC)c32)c1=O
→ -7%	-2%	3	2%	3%	-1%	-3%	-0.3
25	O=C(OCC1CC(c2ccccc2)=NO1)c1ccc(Br)cc1 (stereo not given)
→ -8%	6%	-5	4%	3%	3%	-10%	-2.8
26	CC(C)(C)c1ccc(S(=O)(=O)N2CCN(CCC#N)CC2)cc1
→ -2%	8%	3	-9%	-5%	-2%	-10%	0.2
27	CC1(C)Cc2c(cnn2-c2ccccc2)C(NC(=O)CCCN2CCCCC2=O)C1 (stereo not given)
→ -14%	-2%	0	-18%	-21%	2%	-15%	-1.0
28	COc1cccc(CN(C)C(=O)c2ccc(S(=O)(=O)Nc3ccccc3F)cc2)c1OC
→ 2%	-1%	-8	0%	-10%	0%	2%	1.8
29	COc1ccc(-c2cc(C(=O)NC3CCCCC3)no2)cc1OC
→ -2%	2%	1	7%	-2%	1%	8%	1.6
30	Cc1cn(CC2COC(C)(C)O2)c(=O)[nH]c1=O (stereo not given)
→ 6µM*	-1%	-25	2%	-1%	-2%	-11%	-1.7
31	Cc1cccc(N/N=C2/COC(C)(C)CC2=O)c1
→ 0%	-18%	-6	0%	2%	-1%	1%	1.6
32	CCOc1cc(CNCCO)c(Cl)cc1OCC(=O)NCCc1ccccc1
→ -19%	-1%	/	9%	6%	1%	-2%	-2.0
33	COc1cc(C2(O)CCCCC2C)cc(OC)c1OC (stereo not given)
→ -7%	21%	5	-6%	4%	0%	8%	2.1
34	OC1(c2cccnc2)CCN(Cc2nnnn2Cc2ccccc2)CC1
→ 2%	6%	-3	-9%	8%	1%	-4%	1.0
35	CCCCc1cc(=O)oc2cc(OC3CCCCC3=O)ccc12 (stereo not given)
→ ?	-9%	7	-4%	1%	3%	-13%	1.8
36	O=C(CSc1nc(-c2ccccc2Cl)ns1)c1ccc(Cl)cc1
→ -5%	-2%	7	5%	-12%	-12%	-3%	-2.9
37	Cc1cc(C)cc(-n2cc[nH]c2=S)c1
→ -13%	19%	0	0%	-5%	1%	14%	0.4
38	Cc1onc(-c2c(Cl)cccc2Cl)c1C(O)c1ccccc1 (stereo not given)
→ 4%	-21%	7	-8%	-13%	?	-12%	-0.6
39	O=C(CSc1nc2cc(Cl)ccc2c(=O)n1Cc1ccco1)Nc1ccc(S(=O)(=O)N2CCOCC2)cc1
→ -11%	0%	-21	13%	?	?	-7%	-0.9
40	Cc1ccc(S(=O)(=O)N(C)C)cc1NC(=O)c1ccc2ccccc2n1
→ -4%	-7%	-7	0%	-9%	0%	-5%	-2.6
41	O=C(Nc1ccc(OC(F)F)cc1)Nc1cccc(C(F)(F)F)c1
→ -4%	-10%	-1	-5%	-12%	2%	-17%	-1.8
42	Cc1ccc(NC(=O)CN2C(=O)CCSc3ccc(S(=O)(=O)N4CCCC4)cc32)cc1
→ -4%	6%	3	5%	-3%	0%	-20%	0.2
43	Cc1cc(C(=O)Nc2cccc3ccccc23)n(-c2ccccc2)n1
→ 7%	2%	-1	4%	0%	0%	-7%	-2.5
44	COc1ccc(S(=O)(=O)N2CCOCC2)cc1C(=O)NCC(c1ccco1)N1CCCC1 (stereo not given)
→ -8%	7%	0	2%	-5%	3%	10%	1.9
45	COc1ccc(C2=NN(C(=O)CCC(=O)O)C(c3cccs3)C2)cc1 (stereo not given)
→ -4%	13%	-8	3%	1%	3%	-1%	-2.7
46	Cc1cc(=O)oc2cc(OCCSc3nnc(-c4ccccc4)o3)ccc12
→ -5%	13%	-5	9%	-5%	0%	5%	-0.5
47	COc1cc(OC)c2cc(C(=O)N[C@H](C(=O)N3CCC[C@H]3C(=O)O)C(C)C)n(C)c2c1
→ -1%	-10%	-4	-9%	1%	-2%	-3%	-3.0
48	Cc1ccc(-n2nc(C(=O)O)c(C)c(C#N)c2=O)cc1Cl
→ -3%	1%	3	7%	-7%	-3%	7%	-1.8
49	O=C(Nc1ccc(-c2nc3ccccc3[nH]2)cc1)C1CCCN(Cc2ccn[nH]2)C1 (stereo not given)
→ 3%	4%	2	0%	5%	/	5%	-0.9
50	COc1cccc(CSc2nc3ccncc3[nH]2)c1
→ -15%	-8%	-12	0%	-2%	-4%	0%	0.7
51	CCSC1=C(C#N)C(c2ccccc2OC)CC(=O)N1 (stereo not given)
→ -14%	-8%	-1	9%	-1%	0%	-3%	-0.7
52	COc1ccc(C(CC(=O)Nc2cc([N+](=O)[O-])ccc2OC)c2ccccc2)cc1 (stereo not given)
→ 2%	-1%	0	4%	1%	-3%	-7%	-1.9
53	CC(C)(C)c1cc(CN2CCCC(O)C2)c(O)c(C(C)(C)C)c1 (stereo not given)
→ -1%	?	/	-5%	-15%	-4%	?	0.2
54	CCCCn1c2c(cc(C(=O)OC)c1=O)C(=O)CCC2
→ -4%	6%	-1	-4%	-3%	/	-4%	-1.7
55	COCCNc1oc(-c2ccco2)nc1S(=O)(=O)c1ccccc1
→ -7%	5%	-11	-13%	-2%	1%	11%	0.5
56	O=C(Nc1ccc(N2CCCCC2)c(Cl)c1)c1ccc(N2CCOCC2)c([N+](=O)[O-])c1
→ -11%	-7%	/	17%	-11%	0%	-13%	-5.5
57	CCC1CCCCN1C(=O)COC(=O)c1ccc(Br)o1 (stereo not given)
→ -7%	-3%	-1	1%	-3%	-2%	-2%	-0.3
58	Cc1cccc(OCCCOc2cccc3cccnc23)c1C
→ 1%	-13%	9	-3%	-9%	0%	-18%	-0.2
59	CCOC(=O)c1c(NC(=O)C2CCCCC2)sc2c1CCN(CC)C2
→ 0%	-12%	7	5%	-4%	-3%	-6%	-1.4
60	CCCC(NC(=O)CCc1c(C)c2cc3c(-c4ccccc4)coc3cc2oc1=O)C(=O)O (stereo not given)
→ -3%	-21%	-3	4%	-13%	-4%	-14%	-3.6
61	O=C(CCc1ccncc1)NC1CCCc2c1cnn2-c1cc(F)cc(F)c1 (stereo not given)
→ -13%	-5%	-3	2%	-5%	3%	-11%	-17
62	CC(C)(O)C#CC#CCN1CCOCC1
→ 2%	4%	8	7%	-11%	0%	-30%	-3.0
